Compound activity deposited in PubChem by several laboratories.
STK33 kinase inh = blocks human STK33 kinase activity | purified STK33, MBP phosphorylation, ADP-Glo luminescence | inhibition, % at 10 µM | hit rate 0.073% among 320,000 | AID 2661;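 active = inhibition at or above 25%, using the most active replicate where run in duplicate; inactive = inhibition below 25%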
Target sequence (Q9BYT3 whole entry, looked up): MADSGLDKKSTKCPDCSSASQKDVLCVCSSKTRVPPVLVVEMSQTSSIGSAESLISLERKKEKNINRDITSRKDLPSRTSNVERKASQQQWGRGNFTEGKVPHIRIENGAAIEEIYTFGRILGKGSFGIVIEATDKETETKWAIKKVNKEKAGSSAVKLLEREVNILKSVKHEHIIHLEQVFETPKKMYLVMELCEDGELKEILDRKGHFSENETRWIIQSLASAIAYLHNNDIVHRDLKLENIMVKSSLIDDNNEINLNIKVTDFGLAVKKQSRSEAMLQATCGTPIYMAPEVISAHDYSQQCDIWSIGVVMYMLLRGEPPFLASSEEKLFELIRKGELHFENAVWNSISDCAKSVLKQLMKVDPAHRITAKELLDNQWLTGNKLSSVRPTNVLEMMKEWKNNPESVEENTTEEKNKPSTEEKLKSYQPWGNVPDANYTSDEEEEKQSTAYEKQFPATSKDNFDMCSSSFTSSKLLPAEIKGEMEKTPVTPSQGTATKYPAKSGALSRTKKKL
Kir21 block = blocks the mouse Kir2.1 inward-rectifier potassium channel | P35561 | HEK293-Kir2.1, FluxOR thallium flux fluorescence; active compounds read low | B-score at 10 µM | hit rate 0.85% among 310,000 | AID 1672;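 active = fluorescence ratio B-score at or below minus 3 SD of library scores, with starting-brightness B-score within 2 SD, cut at about -4.2 in these data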;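 also: channel flux triggered by added potassium and thallium sulfate stimulus; B-score of peak minus minimum fluorescence over baseline after thallium stimulus; more negative B-score means stronger Kir2.1 block with less thallium influx; some compounds called inactive have numbers as strong as hits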
Target sequence (P35561 whole entry, looked up): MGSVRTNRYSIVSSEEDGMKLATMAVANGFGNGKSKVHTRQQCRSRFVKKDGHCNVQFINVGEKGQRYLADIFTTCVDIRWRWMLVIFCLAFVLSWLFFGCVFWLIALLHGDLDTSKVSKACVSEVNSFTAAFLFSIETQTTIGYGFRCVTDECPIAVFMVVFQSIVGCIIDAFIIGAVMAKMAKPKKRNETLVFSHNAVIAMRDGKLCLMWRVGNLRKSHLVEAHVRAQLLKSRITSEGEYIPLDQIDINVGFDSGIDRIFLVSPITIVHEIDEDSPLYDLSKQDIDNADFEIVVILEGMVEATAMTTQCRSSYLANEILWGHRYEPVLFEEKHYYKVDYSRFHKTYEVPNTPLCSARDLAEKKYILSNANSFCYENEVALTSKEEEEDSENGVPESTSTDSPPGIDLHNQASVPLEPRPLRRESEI
Starred values were filed as active, the others as inactive; · = not tested or not shown. No enrichment for hits. About 0.84% of those tested had a hit in this group.

STK33 kinase inh	Kir21 block	structure
0.8	·	O=C(OCC(=O)N1CCc2ccccc2C1)c1ccc(F)cc1Cl
-0.8	·	Cc1noc(C)c1COc1ccc(C(=O)N2CCN(S(=O)(=O)c3cccc(F)c3)CC2)cc1
1.3	1.3	CCOc1ccc(N2C(=O)CC(SCc3nc4ccccc4[nH]3)C2=O)cc1 (stereo not given)
-0.9	0.5	CCNC(=O)CC1C(=O)N(c2ccc(F)cc2)C(=O)N1Cc1ccccn1 (stereo not given)
1.1	-1.6	O=S1(=O)N=C(N(CCO)/N=C/c2ccncc2)c2ccccc21
0.1	1.1	COCCn1c(=S)[nH]c2cc(C(=O)N(CCO)Cc3ccccc3)ccc2c1=O
0.7	-0.24	COc1ccc(/C=N/n2cnn(Cc3ccccc3Cl)c2=S)cc1
-0.6	·	Cc1cc(C)cc(C(=O)OCC(=O)Nc2ncccn2)c1
0.9	0.72	CCOc1cc(C=O)cc(N=Nc2cccc([N+](=O)[O-])c2)c1O
-0.5	0.11	O=C(O)CCN1CCc2ccccc2C1c1ccncc1 (stereo not given)
-1.3	0	CC(C)COc1ccc2[nH]c3c(c2c1)CCCC3=O
-2.8	·	O=[N+]([O-])/C(=C\Nc1ccccc1Cl)S(=O)(=O)c1ccccc1
-0.3	-2.4	COP(=O)(OC)C(Nc1ccc(C)cc1)c1ccc([N+](=O)[O-])cc1 (stereo not given)
0.6	0.63	O=C(OCC(=O)N1CCCC1)c1ccc(NS(=O)(=O)c2cccs2)cc1O
-1.0	-0.28	O=C(COC(=O)C1CCC(N2C(=O)C3C4CCC(C4)C3C2=O)CC1)c1ccc(F)cc1 (stereo not given)
0.4	0.02	CN(C)/C=C(\C#N)C(=O)c1cccnc1Oc1ccc(F)cc1F
-1.7	1.5	COc1ccc(CCNC(=O)C2CC3Cn4c(nc5cc6ccccc6cc54)C3N2C)cc1 (stereo not given)
-0.1	3.8	O=C(O)/C=C\c1ccccc1Oc1cccc(Cl)c1
0.4	1.9	CCOC(=O)C1=C(c2ccccc2)N2CCS(=O)(=O)N=C2S1
-1.0	2.5	CCOC(=O)c1ccc(NS(=O)(=O)c2cc(C)ccc2OC)cc1
1.8	-0.01	O=C(/C=C/c1cccc2ccccc12)NCCC1=CCCCC1
0.6	-1.1	CCCCNC(=O)/C(C#N)=C/c1ccc(F)cc1F
-0.2	-1.9	CN(CC(=O)Nc1ccccc1)CC(=O)Nc1ccccc1Cl
-0.2	0.69	CCOC(=O)C1(Cc2cccc(OC)c2)CCCN(C(=O)CSC)C1 (stereo not given)
0.0	1.7	CCOc1cc(NC(=S)NCc2ccco2)c(OCC)cc1NC(C)=O
-0.1	-0.96	O=C(N/N=C/c1cccs1)C1COc2ccccc2O1 (stereo not given)
0.0	0.03	O=C1CCCN1CCNC(=S)Nc1ccccc1
-0.4	-0.75	Cc1cccc(C(=O)NNc2ncnc3c2cnn3C)c1
-0.1	-0.84	O=c1oc(-c2ccccc2)cc(Cl)c1Cl
-2.3	0.56	O=S(=O)(c1ccccc1)N1CCN(c2ncccn2)CC1
-1.1	-2.5	Cc1ccc(C(=O)N(CN2CCCC2=O)c2ccccc2)cc1C
-2.1	0.74	O=C(N/N=C/c1ccco1)c1cnccn1
-2.3	-2	C=C(C)CSc1nnc([C@@H]2CCCN2C(=O)OC(C)(C)C)o1
0.5	-0.07	Cc1cc(NC(=O)c2ccccc2Oc2ccccc2)no1
0.1	0.18	CC(C)C(=O)Nc1nnc(NC(=S)Nc2ccccc2)s1
-1.5	1	Cc1ccccc1SCC(=O)Nc1cc(S(=O)(=O)N2CCOCC2)ccc1N1CCOCC1
0.2	-0.11	c1ccc(-c2noc(CN3CCN(C(c4ccccc4)c4ccccc4)CC3)n2)cc1
-0.4	1	CC(=O)c1ccc(NC(=O)C(C)N2CCN(C/C=C/c3ccccc3)CC2)cc1 (stereo not given)
-0.1	-0.87	O=C1CC(=O)Nc2cc(S(=O)(=O)N3CCOc4ccc(Cl)cc43)ccc2N1
-0.7	0.58	CCCOC(=O)/C(=C\C=C\c1ccco1)NC(=O)c1ccccc1
-0.9	0.99	CCC1(c2ccc(F)cc2)NC(=O)N(CC(=O)c2cc(C)n(C3CC3)c2C)C1=O (stereo not given)
·	-1.8	COC(=O)c1ccc(-c2ccc(C(=O)N3CCCN(C)CC3)cc2)cc1
-0.5	-0.97	Cc1ccc(-c2nn3c(C)nnc3c3ccccc23)cc1S(=O)(=O)NCc1ccccc1
-1.5	-0.53	Cc1ccc(C(C(=O)NCc2ccco2)N(C(=O)CNC(=O)c2cccs2)c2c(C)cc(C)cc2C)cc1 (stereo not given)
0.2	-0.01	O=C(Nc1ccc(S(=O)(=O)N2CCCC2)cc1)N1c2ccccc2Sc2ccccc21
·	-0.04	Cc1c(C(=O)N2CCC(Cc3ccccc3)CC2)sc2ncnc(N3CCC(C)CC3)c12
-1.8	·	O=C(COC(=O)C12CC3CC(CC(C3)C1)C2)NNC(=O)c1ccccc1
-2.0	1	O=C(CCC1CCCN(C2C3CC4CC(C3)CC2C4)C1)NCc1ccc(F)c(F)c1 (stereo not given)
-0.3	-0.11	Cc1nn(Cc2ccccc2)c(C)c1CCC(=O)O
-2.9	-0.67	Cc1ccc(OCC(=O)NNC(=O)c2cc3ccccc3o2)cc1C
-0.6	1.6	CC(C)(C)OC(=O)N1CCC(c2c(C(=O)O)cnn2-c2ccccc2)CC1
-1.7	0.19	COc1cccc2c(=O)n(CC(=O)NC3CCCC3)ccc12
1.0	0.5	O=C(NC1CC2CCCC(C1)N2C(=O)Nc1ccccc1)c1ccncc1 (stereo not given)
0.5	-2	CCCCCC(=O)Nc1ccc2oc(-c3cccnc3)nc2c1
0.0	·	Cc1cccc(C(=O)NCC(=O)N2CCN(S(=O)(=O)c3ccc4c(c3)OCCO4)CC2)c1
·	-0.57	C=CCn1c(N)c(C(=O)OC(C)CC)c2nc3ccccc3nc21 (stereo not given)
-1.0	0.08	O=C(O)C1CC=CCC1C(=O)Nc1cccnc1 (stereo not given)
0.2	0.08	COc1cc(OC)cc(C(=O)NC(=S)N2CCCCCC2)c1
-5.3	0.97	CC(C)NC(=O)CCCOc1ccc(Cl)cc1Cl
0.9	0.13	Cc1cc2occ(CC(=O)Nc3nccs3)c2cc1C(C)C

(list continues)
STK33 kinase inh	Kir21 block	structure
-0.2	1.8	CC(OC(=O)/C=C/c1cccs1)C(=O)NC1CCCCC1C (stereo not given)
-0.7	-0.02	COc1ccc(C2c3c(-c4ccccc4O)n[nH]c3C(=O)N2CCc2ccc(OC)c(OC)c2)cc1 (stereo not given)
3.4	-2.4	CCN(CC)S(=O)(=O)c1cc(NC(=O)c2ccc(-n3cncn3)c([N+](=O)[O-])c2)ccc1C
-2.0	0.3	C=C(C)COc1ccc(-c2n[nH]c(C)c2-c2ccccc2OC)c(O)c1
-1.9	-0.56	CCNC(=O)CSc1nnc(-c2ccccc2)n1-c1ccc(OCC)cc1
-0.8	·	COc1ccccc1N(CC(=O)Nc1ccccc1)S(=O)(=O)c1cccs1
-0.5	2.7	c1csc(CNCc2ccncc2)c1
-0.8	0.02	O=C(NCC1(N2CCOCC2)CCCCC1)c1ccc(Cl)c(S(=O)(=O)NCc2ccco2)c1
-1.2	-0.92	CN1CCCN(CC(O)COCc2cccs2)CC1 (stereo not given)
-1.8	3.1	Cn1c(=O)c2c(nc(NCC3CCCO3)n2Cc2cccc(Br)c2)n(C)c1=O (stereo not given)
-1.6	-0.05	COc1cccc(C2CC(c3ccccc3)Nc3nc(N)nn32)c1 (stereo not given)
-0.2	0.79	COCCCNC(=O)CN(c1cccc(Cl)c1C)S(C)(=O)=O
-2.8	-0.93	CCCCN=C(NNc1ccc(Br)cc1)C(=O)OCC
-0.6	0	COC(=O)CCS(=O)(=O)c1ccc(Cl)c(Cl)c1
1.7	-0.66	Cc1cccc(Nc2ncnc3nc[nH]c23)c1C
-0.3	0.72	Cc1cccc(NC(=O)CCS(=O)(=O)c2ccc3c(c2)oc(=O)n3C)c1
0.3	0.06	O=C(Cc1cccs1)NCc1cccc(F)c1
1.3	1.7	COc1ccc(Cl)cc1NC(=O)CN1C(=O)CC(C)S(=O)(=O)c2ccccc21 (stereo not given)
-0.9	·	CC1(NC(=O)CC(c2ccccc2)(c2ccccc2)c2ccccc2)CCN(CCCc2ccccc2)C1=O (stereo not given)
0.3	0.91	Clc1cccc(CSc2nnc(-c3c[nH]c4ccccc34)o2)c1
-0.4	-1	CCCN(CCC)CCCNC(=O)c1cc2cc3ccc(OC)cc3nc2o1
-0.4	-0.68	COc1cc(C(=O)N2CCN(C(=O)C3COc4ccccc4O3)CC2)cc(OC)c1OC (stereo not given)
-0.6	2.2	Cc1cc(OC(C)C(=O)N2CCN(c3ccc(F)cc3)CC2)c2c(C)c(C)c(=O)oc2c1 (stereo not given)
-2.7	1.3	CNC(=O)c1c(NC(=O)c2cc(-c3cc(C)c(C)cc3O)n[nH]2)sc2c1CCCC2
1.1	-1.4	Cc1ccc2cc(CCNC(=O)c3cccc([N+](=O)[O-])c3)c(=O)[nH]c2c1C
·	-2.4	CCCCS(=O)(=O)N1CCCC(C(=O)Oc2ccc(Cl)cc2)C1 (stereo not given)
-0.5	0.01	COc1cccc(C2=NOC(C(=O)NCc3ccccn3)C2)c1 (stereo not given)
0.1	-2.8	CCOc1cc(/C=C(/C#N)c2nc3ccccc3[nH]2)ccc1Oc1ccc([N+](=O)[O-])cn1
-1.4	-0.22	Cn1c(SCC(=O)Nc2cccc(F)c2)nc2c([nH]c3ccccc32)c1=O
0.2	-0.93	Cc1ccc2nc(N(CCCN(C)C)C(=O)c3ccc(S(=O)(=O)N4CCOCC4)cc3)sc2c1
-0.6	0	C/C(CC(=O)Nc1ccc(F)cc1)=N\NC(=O)c1ccccn1
-1.1	1.1	CC1=NOC(=O)/C1=C\c1ccccc1
-0.3	-0.18	O=C(N/N=C/c1ccco1)c1cccc(S(=O)(=O)Nc2ccccc2Cl)c1
-0.9	-2.2	CCOc1ccc(-n2c(SCc3nc(-c4cccs4)no3)nnc2-c2ccncc2)cc1
-1.9	1.5	COc1ccc(C2=NOC(C(=O)NCCN3CCOCC3)C2)cc1 (stereo not given)
-0.5	0.51	O=C(NN1C(=O)C2C(C1=O)C1C=CC2C12CC2)c1cccnc1 (stereo not given)
-1.3	0.2	O=C(NCc1ccccn1)C(=O)C1C(=O)Nc2ccccc21 (stereo not given)
-0.3	-0.42	CC(C)NC(=O)c1ccc(CS(=O)(=O)c2ccc(Br)cc2)o1
0.7	-0.28	Cc1ccc(S(=O)(=O)/N=C/c2ccco2)cc1
-0.5	-0.25	O=C(CSc1nnc2ccccn12)NNC(=O)c1ccc([N+](=O)[O-])cc1
0.0	0.01	Nc1c(C(=O)Nc2nccs2)sc2nc(-c3cccs3)cc(C(F)(F)F)c12
-0.6	-1.6	Cc1ccccc1N/N=C/c1ccc(N2CCOCC2)cc1
-2.7	-0.57	O=C(NC1(C(F)(F)F)NC(=O)N(c2ccc(F)c(Cl)c2)C1=O)c1ccncc1 (stereo not given)
-1.3	-1.7	CC1CN(S(=O)(=O)c2ccc(C(=O)NN3CCN(C)CC3)cc2)CC(C)O1 (stereo not given)
0.3	2.5	COc1ccc([C@@H]2[C@@H]3C(=O)N(C(C)(C)C)C(=O)[C@@H]3[C@]3(Cc4ccccc4)C(=O)N(c4cccc(C)c4)C(=O)N23)cc1
0.5	-0.08	CC(C)CNC(=O)COC(=O)c1c2c(nc3ccccc13)/C(=C/c1cccs1)CC2
1.5	-0.59	CSc1nnc(NC(=O)c2ccc3c(c2)OCO3)s1
0.3	1.1	COC(=O)c1cn(C(=O)c2cc(OC)cc(OC)c2)c2ccccc12

Sorted by heavy-atom count (lowest first): 13 of the compounds above
STK33 kinase inh	Kir21 block	structure
-1.1	1.1	CC1=NOC(=O)/C1=C\c1ccccc1
0.7	-0.28	Cc1ccc(S(=O)(=O)/N=C/c2ccco2)cc1
1.5	-0.59	CSc1nnc(NC(=O)c2ccc3c(c2)OCO3)s1
-0.3	-0.42	CC(C)NC(=O)c1ccc(CS(=O)(=O)c2ccc(Br)cc2)o1
-0.5	0.51	O=C(NN1C(=O)C2C(C1=O)C1C=CC2C12CC2)c1cccnc1 (stereo not given)
-1.9	1.5	COc1ccc(C2=NOC(C(=O)NCCN3CCOCC3)C2)cc1 (stereo not given)
0.3	1.1	COC(=O)c1cn(C(=O)c2cc(OC)cc(OC)c2)c2ccccc12
-0.5	-0.25	O=C(CSc1nnc2ccccn12)NNC(=O)c1ccc([N+](=O)[O-])cc1
0.0	0.01	Nc1c(C(=O)Nc2nccs2)sc2nc(-c3cccs3)cc(C(F)(F)F)c12
-2.7	-0.57	O=C(NC1(C(F)(F)F)NC(=O)N(c2ccc(F)c(Cl)c2)C1=O)c1ccncc1 (stereo not given)
0.5	-0.08	CC(C)CNC(=O)COC(=O)c1c2c(nc3ccccc13)/C(=C/c1cccs1)CC2
-0.9	-2.2	CCOc1ccc(-n2c(SCc3nc(-c4cccs4)no3)nnc2-c2ccncc2)cc1
0.3	2.5	COc1ccc([C@@H]2[C@@H]3C(=O)N(C(C)(C)C)C(=O)[C@@H]3[C@]3(Cc4ccccc4)C(=O)N(c4cccc(C)c4)C(=O)N23)cc1

Next compounds follow:
STK33 kinase inh	Kir21 block	structure
0.0	-0.7	CC1=[N+](CC(=O)NC(C)(C)C)CCc2ccccc21
-0.9	-1.3	COc1ccc2nc(NC(=O)CCn3cccc3)sc2c1
-0.1	-1.4	CC(C)(C)c1cn(-c2ccc(Cl)cc2)c(=S)[nH]1
-1.6	-0.4	CCCC1CC(CSC(=N)N)OC1=O (stereo not given)
0.6	-0.33	Cc1ccc(-n2c3c(cc(C(=O)NCc4ccco4)c2=O)C(=O)CC(C)(C)C3)cc1
1.4	0.08	NC(=O)c1ccc2c(=O)n3c(-c4cc(Cl)c(N)c(Cl)c4)csc3nc2c1
-0.9	·	Cc1ccoc1C(=O)Nc1cccc(Oc2ccccc2)c1
